# Screening results: PubChem BioAssay, several laboratories
# PP5 primary – blocks human protein phosphatase 5 activity. P53041. purified PP5c, OMFP substrate fluorescence. inhibition, % at 6.7 µM. actives 0.18% (n = 320,000). AID 1987;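 active = inhibition above the campaign's mean inhibition across all tested compounds plus 3 SD, cut at about 9.5% in these data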;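 note: 0% = DMSO only and 100% = 100 µM cantharidin control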
# Target sequence (P53041 whole entry, looked up): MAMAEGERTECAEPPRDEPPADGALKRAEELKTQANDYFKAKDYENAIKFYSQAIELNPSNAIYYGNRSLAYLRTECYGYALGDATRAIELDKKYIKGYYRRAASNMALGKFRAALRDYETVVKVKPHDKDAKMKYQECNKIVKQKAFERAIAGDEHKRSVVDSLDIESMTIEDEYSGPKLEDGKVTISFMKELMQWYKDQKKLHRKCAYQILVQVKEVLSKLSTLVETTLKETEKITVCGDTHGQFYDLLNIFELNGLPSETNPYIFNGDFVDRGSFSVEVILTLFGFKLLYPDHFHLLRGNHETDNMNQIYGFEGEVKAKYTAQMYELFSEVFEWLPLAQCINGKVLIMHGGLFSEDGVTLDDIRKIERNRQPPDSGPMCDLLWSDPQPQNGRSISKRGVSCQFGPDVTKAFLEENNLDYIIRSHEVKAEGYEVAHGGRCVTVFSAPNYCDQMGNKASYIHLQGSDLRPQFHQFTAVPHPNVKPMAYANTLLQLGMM
# PP1 counter – blocks human PP1-alpha phosphatase, a PP5 counter-screen. P62136. purified PP1alpha, OMFP fluorescence. inhibition, % at 6.7 µM. actives 0.9% (n = 320,000). AID 2235;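 active = inhibition above the mean inhibition of all tested compounds plus 3 SD, computed separately for each screening campaign, cut at about 15% in these data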
# proCasp3 act – activators of human procaspase-3; activation, % at 8.5 µM; recombinant procaspase-3 D3A, Ac-DEVD-pNA absorbance 405 nm; actives 0.11% (n = 330,000);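 active = activation above the mean of all tested compounds plus 3 SD, cut at about 21% in these data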;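 note: 0% = DMSO alone and 100% = DMSO wells spiked with extra 5 µM PC-3 D3A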
#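 assay system = Procaspase-3 D3A mutant | signal = absorbance at 405 nm, 0 and 120 min | times = 1 h preincubation plus 2 h reaction at 25 °C | repeats = single replicate | read-out = % activation between DMSO and enzyme-spiked controls | medium = Zinc-free HEPES saline buffer with Triton X-100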
# VLA-4 inh – inhibition in a human VLA-4 binding assay | inhibition, % (about 7 µM as worked out from the volumes in the protocol) | actives 0.2% (n = 330,000) | P13612 | VLA-4 expressing cells, ligand binding flow cytometry; in the data active = inhibition above about 50%
# procasp7 counter – counter-screen for procaspase-3 activators: activators of human procaspase-7 | P55210 | recombinant procaspase-7, Ac-DEVD-pNA absorbance 405 nm; D23A/D198A/D206A triple mutant, cannot self-cleave; scale: DMSO 0, 5 µM enzyme 100 | activation, % at 8.5 µM | actives 0.093% (n = 330,000) | AID 463210;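 active = percent activation above the screen-wide mean plus 3 SD, cut at about 25% in these data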
#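 System: Uncleavable procaspase-7 mutant enzyme; Amount: 2 µM procaspase-7 mutant as dispensed; Schedule: 1 h compound preincubation, 2 h substrate cleavage, 25 °C; Measured by: 405 nm absorbance of p-nitroaniline; Evaluation: percent activation from buffer-corrected 0–120 min absorbance change; Control set: low DMSO alone, high DMSO plus 5 µM PC-7.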
# Fh CTSL1 inh – cathepsin L1 inhibition, PFM18AAP counter-screen. recombinant F. hepatica cathepsin L1, Z-Leu-Arg-MCA fluorescence. inhibition, % at 5.96 µM. actives 0.49% (n = 300,000);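 active = inhibition above the mean of all tested compounds plus 3 SD, set per screening campaign, cut at about 17% in these data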;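 note: 0% = plate median of test compound wells and 100% = 1 µM Z-Phe-Ala-diazomethylketone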
# JMJD2C inh – human JMJD2C demethylase inhibition. Q9H3R0. GST-JMJD2C(1-420) H3K9me3 demethylation, DELFIA europium. inhibition, % at 2.35 µM. actives 0.069% (n = 330,000). AID 2099;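 active = more than half of a compound's replicate wells show inhibition beyond 50%, single wells judged on their own value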;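 note: signal counts dimethyl H3K9 product captured on neutravidin plate; 0% = median of DMSO wells and 100% = 0.3 times that DMSO median; strong numbers were not always called active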
# Target sequence (Q9H3R0 1-420 limits assumed): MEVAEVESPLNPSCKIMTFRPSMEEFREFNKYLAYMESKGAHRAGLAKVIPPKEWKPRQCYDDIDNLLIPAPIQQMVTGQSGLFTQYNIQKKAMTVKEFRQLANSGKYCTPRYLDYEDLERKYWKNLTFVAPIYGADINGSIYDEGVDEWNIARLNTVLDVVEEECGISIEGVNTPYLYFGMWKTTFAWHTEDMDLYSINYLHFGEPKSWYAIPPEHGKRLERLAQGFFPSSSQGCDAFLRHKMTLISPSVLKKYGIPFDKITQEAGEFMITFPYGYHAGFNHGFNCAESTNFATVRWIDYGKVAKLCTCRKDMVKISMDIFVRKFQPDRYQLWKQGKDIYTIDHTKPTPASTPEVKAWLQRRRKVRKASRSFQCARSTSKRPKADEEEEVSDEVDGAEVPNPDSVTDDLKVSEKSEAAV
# GRK2 inh – blocks RNA aptamer binding to human GRK2 | bead flow cytometry, FAM-aptamer displacement from GRK2 | inhibition of aptamer binding, % at 10 µM | actives 0.59% (n = 330,000);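 active = inhibition of aptamer binding above 40%, roughly 3 SD of noise, on plates passing a quality check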;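 note: median bead fluorescence of bound FAM aptamer so fluorescent compounds give negative values; no value below 0 was filed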
# core dimer inh – blocks dimerization of HCV core protein; TR-FRET GST/Flag-core106 dimerization, 1536-well; inhibition, % at 5 µM; actives 0.33% (n = 300,000);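 active = inhibition above the mean of all tested compounds plus 3 SD, set per screening campaign, cut at about 45% in these data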
#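 test system = GST/Flag-tagged HCV core106 proteins | probe or stimulus = Eu donor and XL665 acceptor anti-tag antibodies | times = compound-protein-antibody incubation 4 h at 22.5 °C | signal = TR-FRET, excitation 340 nm, emission 617 and 671 nm | measure = percent inhibition of core106 dimerization signal | controls = wells lacking GST-core106 and wells with excess unlabelled core106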
# The depositor's hits bear a star; . = no result given.
SMILES,PP5 primary,PP1 counter,proCasp3 act,VLA-4 inh,procasp7 counter,Fh CTSL1 inh,JMJD2C inh,GRK2 inh,core dimer inh
COC(=O)c1sc(NC(=O)COc2cccc(C)c2)nc1C,2.1,-0.6,1.7,13.7,7.3,-0.4,1.1,72.0*,-0.8
Cc1cc(-c2ccc(C)c(S(=O)(=O)N3CCN(c4ccc(F)cc4)CC3)c2)on1,0.6,0.4,-0.1,-2.4,3.1,2.6,-1.5,0.0,-3.6
O=C(CNC(=O)/C(=C/c1ccccc1)NC(=O)c1ccc(Br)cc1)OCc1ccccc1,3.6,1.1,-2.1,3.2,5.3,-21.0,-3.6,2.0,7.6
Cc1cccc(NC(=O)c2sc(NC(=O)c3ccco3)c(C#N)c2C)c1C,-2.2,-1.4,3.5,13.7,-4.2,6.1,-2.1,0.0,-5.3
Cc1cc(C(=O)COc2cccc(-n3cnnn3)c2)c(C)n1-c1ccccc1,5.0,15.0,-8.4,1.2,-4.6,0.2,-4.4,0.0,6.8
CC(=O)CCc1oc2ccc(C)cc2c1-c1ccccc1,-0.2,-0.1,5.1,8.7,7.5,1.6,30.9,0.0,-3.2
Cc1cc(C)cc(OCCCOc2cccc3cccnc23)c1,6.0,2.3,-2.7,-1.2,-3.1,5.8,6.6,0.0,8.3
Cc1cccc(C)c1-n1c(C)cc(/C=N\Nc2ccc([N+](=O)[O-])cn2)c1C,2.3,0.0,-8.5,-113.8,-12.3,7.0,4.8,0.0,7.0
CS(=O)(=O)N(CC(=O)NCC1CCCO1)Cc1ccc(Cl)cc1 (centres undefined),1.2,-2.1,-4.1,-9.3,-13.8,-2.6,2.5,0.0,-9.7
CCCCOc1c(C(=O)Nc2ccccc2)nnn1-c1ccccc1,2.5,3.4,-0.3,8.4,-1.0,1.8,-10.1,4.0,3.9

# Single records, as listed above.
# Profile of Cc1cc(-c2ccc(C)c(S(=O)(=O)N3CCN(c4ccc(F)cc4)CC3)c2)on1 = PP5 primary = 0.6; PP1 counter = 0.4; proCasp3 act = -0.1; VLA-4 inh = -2.4; procasp7 counter = 3.1; Fh CTSL1 inh = 2.6; JMJD2C inh = -1.5; GRK2 inh = 0.0; core dimer inh = -3.6
# Profile of CCCCOc1c(C(=O)Nc2ccccc2)nnn1-c1ccccc1 = PP5 primary = 2.5; PP1 counter = 3.4; proCasp3 act = -0.3; VLA-4 inh = 8.4; procasp7 counter = -1.0; Fh CTSL1 inh = 1.8; JMJD2C inh = -10.1; GRK2 inh = 4.0; core dimer inh = 3.9

# Later entries:
SMILES,PP5 primary,PP1 counter,proCasp3 act,VLA-4 inh,procasp7 counter,Fh CTSL1 inh,JMJD2C inh,GRK2 inh,core dimer inh
COC(=O)[C@H](C)[C@@H]1C[C@@]1(C)[C@@H](NC(=O)OCc1ccccc1)c1ccccc1,3.6,3.2,8.3,4.3,6.9,-1.4,-21.2,2.0,4.3
Cc1cc(C)n(-c2ccc(S(=O)(=O)N3CCOCC3)cc2[N+](=O)[O-])n1,-0.4,0.6,-1.6,11.2,9.8,-1.9,3.1,26.0,-0.2
Cn1c(N2CCN(S(=O)(=O)c3ccc(F)cc3)CC2)nc2ccccc21,0.8,0.5,1.4,6.8,12.8,0.6,1.7,0.0,1.0
O=C(O)c1cccc(CSc2nc(-c3ccccc3)cc(C(F)(F)F)n2)c1,1.7,4.2,5.2,-1.7,-7.1,5.8,-3.3,2.0,4.5
Cc1ccc(C)c(C(=O)CN2C(=O)c3ccccc3S2(=O)=O)c1,-0.6,-6.0,2.9,0.9,-5.0,4.1,-16.2,2.0,-1.6
CN1CCN(C2=Cc3ccccc3Sc3cc(F)ccc32)CC1,2.2,2.9,5.9,47.9,-11.2,-2.1,-1.2,0.0,-8.4
C=CCn1c(SCC(N)=O)nc2nc3c(cc2c1=O)COC(C)(C)C3,3.9,1.1,1.2,-5.1,-9.9,3.7,-7.8,2.0,-1.2
CC(Cc1c[nH]c2ccccc12)C(=O)NCc1ccco1 (centres undefined),-2.0,-0.1,-2.1,1.6,-8.9,-3.1,-7.7,0.0,-15.0
Cn1c(SCC(=O)NCc2cccs2)nnc1-c1ccc(S(=O)(=O)N2CCCC2)cc1,1.9,-2.2,6.2,0.7,7.2,-1.1,65.6,1.0,-0.5
O=C(CSc1n[nH]c(=O)[nH]c1=O)Nc1c(Cl)cc(Cl)cc1Cl,.,.,4.1,-27.0,2.0,.,-3.9,2.0,.

# Three compounds already listed, arranged by their value in JMJD2C inh, falling:
molecule,PP5 primary,proCasp3 act,VLA-4 inh,JMJD2C inh,GRK2 inh,core dimer inh
Cc1cccc(C)c1-n1c(C)cc(/C=N\Nc2ccc([N+](=O)[O-])cn2)c1C,2.3,-8.5,-113.8,4.8,0.0,7.0
CN1CCN(C2=Cc3ccccc3Sc3cc(F)ccc32)CC1,2.2,5.9,47.9,-1.2,0.0,-8.4
O=C(CNC(=O)/C(=C/c1ccccc1)NC(=O)c1ccc(Br)cc1)OCc1ccccc1,3.6,-2.1,3.2,-3.6,2.0,7.6

# (continued)
SMILES,PP5 primary,PP1 counter,proCasp3 act,VLA-4 inh,procasp7 counter,Fh CTSL1 inh,JMJD2C inh,GRK2 inh,core dimer inh
CSc1cccc(NC(=O)c2[nH]c(C)c(C(C)=O)c2C)c1,-0.9,2.9,5.8,4.1,-2.4,1.4,-14.6,0.0,11.5
Cn1nnnc1SCCNC(=O)C1CCC(=O)N(CCc2ccccc2)C1 (centres undefined),2.1,-3.2,5.6,12.4,9.4,-3.3,0.5,0.0,16.1
COC(=O)c1cc(=O)n2c(-c3ccc(OC)cc3)csc2n1,2.4,-1.9,6.4,6.3,8.7,2.9,2.8,0.0,5.6
CC(CCc1ccccc1)NCc1ccncc1 (centres undefined),1.6,-6.1,0.7,9.3,-12.6,4.8,-9.7,0.0,-1.9
Cc1ccc(S(=O)(=O)[N-]c2nc3ccccc3nc2-[n+]2cc(C)cc(C)c2)cc1,0.6,-2.8,-4.3,-0.7,-0.4,-0.7,-15.5,1.0,1.9
Cc1ccccc1NC(=O)c1cnn(-c2ccccc2)c1NC(=O)c1ccco1,1.6,-3.2,-2.1,-11.4,9.0,2.7,-3.2,3.0,-3.4
CN(C)c1ccc(/C=N/N2C(=S)SC(C)(C)C2N(O)C(=O)Nc2ccc([N+](=O)[O-])cc2)cc1 (centres undefined),3.0,-0.8,12.2,6.8,-2.4,0.4,10.4,0.0,4.8
COc1ccc(-n2c(C)nc3c(cnn3-c3ccccc3)c2=O)cc1,3.3,-1.7,8.3,-1.1,-3.8,-9.0,6.7,0.0,-1.9
O=C(NNC(=O)c1csc(-c2cnccc2C(F)(F)F)n1)c1ccc(C(F)(F)F)cc1,0.7,-4.6,2.3,16.5,-8.4,22.7*,-2.1,2.0,-3.7
Cc1nc(C)c(-c2csc(N)n2)s1,-2.9,-1.7,6.9,9.1,-10.0,4.3,-0.2,1.0,-3.2
Cn1c(CSCc2ccccc2)n[nH]c1=S,4.8,-3.0,-9.2,-2.9,4.5,-0.9,-0.5,3.0,-8.0
Cc1cc(CN(C)C(=O)c2ccc(OC3CCN(S(=O)(=O)N(C)C)CC3)cc2)n[nH]1,0.4,-1.5,6.9,-63.4,-1.5,-4.5,10.1,0.0,-2.7
CCc1nnc(NC(=O)CSc2nnc(-c3ccoc3C)n2-c2ccccc2)s1,-0.3,3.6,-2.3,9.1,4.9,-1.0,2.8,1.0,7.7
Cc1cc(C(F)F)n2nc(C(=O)Nc3cccc(S(=O)(=O)N4CCOCC4)c3)nc2n1,3.0,-4.4,9.2,13.9,6.0,1.6,7.9,2.0,-7.5
COc1ccc(/C=N/N2C(=O)CN(C(=O)c3ccccc3)C2c2ccc(OC)cc2)cc1 (centres undefined),3.8,-2.0,3.9,-1.1,-4.0,1.8,-1.4,1.0,4.3
Cc1cc(NC(=O)c2c(Cl)cccc2Cl)no1,-1.9,1.9,1.4,11.8,10.5,-0.9,62.4,0.0,-0.8
Cc1ccn2c(CNCc3cnn(C)c3)c(C(=O)N3CCCCCC3)nc2c1,0.2,1.2,5.9,4.1,3.6,-2.2,-1.5,1.0,0.0
Cn1c(=O)c(C(=O)NNC(=O)c2ccc(Br)cc2)c(O)c2ccccc21,0.1,-0.2,1.7,0.8,-2.8,-3.6,0.8,47.0*,5.3
COCCCN1C(=O)c2ccc(C(=O)NCCc3ccccc3)cc2C1=O,0.3,-1.6,0.2,7.6,1.4,5.0,-3.4,0.0,-1.9
CCC(CC)c1nnc(NC(=O)CCc2ccccc2)s1,3.9,1.0,7.3,1.0,0.0,3.1,3.1,0.0,7.5
N#C/C(=C(/O)COC(=O)CCC1CCCCC1)c1nc2ccccc2[nH]1,4.6,-1.3,3.9,1.6,-9.1,0.6,-0.1,0.0,14.9
Cc1cccc(C)c1NC(=O)C(c1ccccc1)N1CCC1=O (centres undefined),0.3,2.6,8.9,22.6,5.3,0.4,-0.2,4.0,-2.2
O[C@@H]1COC(Nc2ccc(N=Nc3ccccc3)cc2)C[C@@H]1O (some centres undefined),3.5,0.3,-3.3,-1.6,-1.2,-6.5,-7.2,2.0,-6.7
Cc1ccc(C)c(N(C(=O)CNC(=O)c2ccco2)C(C(=O)NCC2CCCO2)c2ccccc2)c1 (centres undefined),0.0,0.0,4.1,-9.1,6.6,-3.8,.,0.0,-5.7
CCOC(=O)N1CCN(C(=O)CCn2c(=O)[nH]c3ccsc3c2=O)CC1,-0.9,0.9,-0.7,-2.0,9.2,0.6,-0.4,2.0,-1.5
O=C(c1ccc(F)cc1Cl)N(c1ccccn1)C1CCCCC1,-0.6,3.9,7.5,-8.9,0.3,1.9,1.2,0.0,-3.3
Clc1ccccc1Sc1cnc2ccccc2n1,3.2,0.4,-2.4,-1.0,-1.0,-1.4,-5.0,0.0,21.2
COc1ccccc1/C=C/C(=O)OCC(=O)NNC(=O)c1ccccc1,3.0,-2.8,-2.1,14.0,1.7,-7.7,3.3,1.0,2.5
CN(C)S(=O)(=O)c1ccc(C(=O)Oc2coc(CSc3ncccn3)cc2=O)cc1,0.3,-5.9,-3.2,-2.8,-5.7,0.2,-6.8,2.0,-3.2
CC1(C)CC2(CC(c3ccccc3)c3ccc(O)cc3O2)NC(=S)N1 (centres undefined),-2.3,-5.9,3.1,-1.1,-7.0,0.0,12.7,0.0,-0.9
C=CCn1c(SCc2cc([N+](=O)[O-])cc3c2OCOC3)nc2cc(C(=O)O)ccc2c1=O,0.1,-0.5,8.9,-0.3,2.4,2.0,-1.3,0.0,9.8
COc1ccccc1C1CC(=O)n2c(nc(-c3ccccc3)c2-c2ccccc2)S1 (centres undefined),3.1,2.2,-7.1,40.0,-6.0,1.7,8.9,2.0,0.4
CC1CCCC(NC(=O)c2cc(S(=O)(=O)N3CCCCC3)ccc2Cl)C1C (centres undefined),2.4,-2.3,2.9,0.0,5.2,.,4.6,1.0,.
Cc1occc1C(=O)NNC(=O)c1nn(C)c(=O)c2ccccc12,1.3,-7.4,0.2,25.8,6.7,-0.6,19.2,0.0,-2.8
COC(=O)C1=C(C)N=C2SC(C#N)=C(N)N2C1c1ccc(OCc2ccccc2)cc1 (centres undefined),3.6,6.3,-4.5,-0.6,-7.1,4.0,-477.1,0.0,14.1
